Bioassay records deposited in PubChem BioAssay by National Center for Advancing Translational Sciences (NCATS).
TRHR ag – qHTS for Small Molecule Agonists and Allosteric Enhancers of Human TRH Receptor: Primary Screen for Agonists | activation, % at 2 µM | 0.18% of 360,000 active | TRHR cells, calcium flux fluo-8, FDSS agonist mode | Thyrotropin-releasing hormone receptor (Homo sapiens), P34981 | AID 493084, 2011; note: 0% is about no effect
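In this calcium-flux screen, cells bearing human TRHR are dye-loaded with fluo-8, baselined for 10 cycles, then exposed to library compounds; positive kinetic calcium responses during the agonist phase mark hits, with TRH as control.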
D1 potentiator – Potentiators of Human D1 Dopamine Receptor: qHTS | D(1A) dopamine receptor (Homo sapiens), P21728 | HEK293 TREx D1 cells, calcium flux, dopamine EC20 potentiation | potentiation, % at 10 µM | 0.036% of 360,000 active; in the data active = potentiation above about 30%; note: 0% is about no effect
Target sequence (P21728 whole entry, looked up): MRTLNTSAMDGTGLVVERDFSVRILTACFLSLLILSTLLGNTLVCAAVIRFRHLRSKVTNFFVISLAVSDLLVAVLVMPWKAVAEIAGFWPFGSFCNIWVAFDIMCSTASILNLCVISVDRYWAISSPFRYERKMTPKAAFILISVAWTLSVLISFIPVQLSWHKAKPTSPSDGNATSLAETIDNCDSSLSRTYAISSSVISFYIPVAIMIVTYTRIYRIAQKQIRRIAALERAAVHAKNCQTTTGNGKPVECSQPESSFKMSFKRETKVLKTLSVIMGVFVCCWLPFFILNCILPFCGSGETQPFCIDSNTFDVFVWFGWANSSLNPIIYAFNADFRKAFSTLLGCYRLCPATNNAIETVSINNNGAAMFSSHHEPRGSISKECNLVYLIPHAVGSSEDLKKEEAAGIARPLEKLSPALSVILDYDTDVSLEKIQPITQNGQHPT
D2 ag – HTS Assay for Allosteric Agonists of the Human D2 Dopamine Receptor: Primary Screen for Agonists; D(2) dopamine receptor (Homo sapiens), P14416; 0.53% of 340,000 active; HEK293 T-REx D2 cells, calcium flux agonist mode; AID 485358, 2010; activation, % at 2 µM;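 active = activation over 3 SD above normal in the single-dose calcium agonist read, cut at about 30% in these data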; note: 0% is about no effect
Target sequence (P14416 whole entry, looked up): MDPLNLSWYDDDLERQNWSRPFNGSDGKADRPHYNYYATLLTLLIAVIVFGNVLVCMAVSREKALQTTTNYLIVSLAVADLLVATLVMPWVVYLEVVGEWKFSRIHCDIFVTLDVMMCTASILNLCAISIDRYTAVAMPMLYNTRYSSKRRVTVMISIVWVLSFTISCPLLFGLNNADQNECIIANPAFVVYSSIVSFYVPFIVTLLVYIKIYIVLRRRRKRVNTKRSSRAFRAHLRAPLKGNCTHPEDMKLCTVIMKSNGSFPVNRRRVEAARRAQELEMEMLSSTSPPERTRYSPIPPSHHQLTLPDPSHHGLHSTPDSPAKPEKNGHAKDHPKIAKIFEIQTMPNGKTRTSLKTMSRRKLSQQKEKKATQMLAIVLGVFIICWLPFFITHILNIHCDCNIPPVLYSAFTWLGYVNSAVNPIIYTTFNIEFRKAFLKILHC
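Calcium-flux readout, 1 cycle/sec over 180 s following compound pin transfer, in inducible HEK293 Trex D2 cells (force-coupled); dopamine controls included. Positive calcium responses during this window marked compounds as potential agonists.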
D2 potentiator – HTS Assay for Positive Allosteric Modulators of the Human D2 Dopamine Receptor: Primary Screen for Potentiators; potentiation, % at 10 µM; HEK293 T-REx D2, calcium flux, EC20 dopamine potentiation; 0.34% of 340,000 active; D(2) dopamine receptor (Homo sapiens), P14416;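 active = potentiation over 3 SD above the plate norm, cut at about 30% in these data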; note: 0% is about no effect
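Potentiation of an EC20 dopamine calcium response is measured in a force-coupled, tetracycline-inducible Hek293 Trex D2 line. Compound-only kinetic reads over 180 s flag agonists before dopamine addition.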
TRHR PAM – qHTS for Small Molecule Agonists and Allosteric Enhancers of Human TRH Receptor: Primary Screen for Enhancers | Thyrotropin-releasing hormone receptor (Homo sapiens), P34981 | TRHR cells, fluo-8 calcium fluorescence, EC20 TRH enhancement | 0.66% of 360,000 active | enhancement, % at 2 µM | AID 493056, 2011; in the data active = enhancement above about 30%; note: 0% is about no effect
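Enhancer read-out: after compound pinning and an initial kinetic agonist-mode read, an EC20 of TRH (10 nM final) was injected and fluo-8 calcium signal (Ex 480/Em 530) followed at 1 s/cycle for 100 cycles in TRHR-expressing cells.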
D2 antagonist – HTS Assay for Allosteric Antagonists of the Human D2 Dopamine Receptor: Primary Screen for Antagonists | D(2) dopamine receptor (Homo sapiens), P14416 | HEK293 TREx D2 cells, calcium flux, dopamine EC80 | inhibition, % at 10 µM | 2% of 340,000 active; in the data active = inhibition above about 30%; note: 0% is about no effect
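Measurement of antagonist activity uses fluorescent calcium dye in inducible HEK293 T-REx D2 cells: 10 s baseline, compound addition with 180 s read, EC80 dopamine addition with a further 180 s read.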
RXFP1 antag – qHTS Assay for Antagonists of the Relaxin Receptor RXFP1; Relaxin receptor 1 (Homo sapiens), Q9HBX9; HEK293-RXFP1, relaxin-stimulated cAMP HTRF, 30 min; hits give low values; activity change, negative = inhibition, % at 57.5 µM; 0.59% of 350,000 active; AID 1259400, 2018;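 active = activity change of -60% or lower, but not beyond a set lower limit; inconclusive = change between -60% and -40%, or beyond the set limit; inactive = change above -40%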; note: % is set by controls: 0 for no effect and ±100 for the full control effect
D1 agonist – Allosteric Agonists of the Human D1 Dopamine Receptor: qHTS. activation, % at 2 µM. AID 504660, 2011. D(1A) dopamine receptor (Homo sapiens), P21728. HEK293 T-REx D1 cells, calcium flux, agonist mode. 1% of 360,000 active; note: 0% is about no effect
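Tetracycline-induced HEK293 TREx D1 cells, force-coupled to calcium signalling, were dye-loaded with a no-wash calcium kit. Compound was pin-added after a 10 s baseline. Fluorescence was read kinetically at 1 cycle/s for 180 s, with calcium rises flagged as agonism.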
D1 antagonist – Antagonist of Human D 1 Dopamine Receptor: qHTS; activity change, negative = inhibition, % at 10 µM; D(1A) dopamine receptor (Homo sapiens), P21728; AID 504652, 2011; 3.2% of 360,000 active; HEK293 TREx D1 cells, calcium flux, dopamine EC80; hits give low values; in the data active = activity change below about -30%; note: % is set by controls: 0 for no effect and ±100 for the full control effect
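Tetracycline-induced HEK293 T-REx cells with force-coupled D1 receptor were loaded with a no-wash calcium dye. Compound was added after a 10 s baseline and read kinetically for 180 s; EC80 dopamine was then added and calcium flux followed another 180 s.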
Numbers without * were called inactive; ? = inconclusive; / = no result given. Cut-off read from the data, not from the text of the source, unless noted: active = activation above about 30%; inactive = the rest.

Below each compound: TRHR ag, D1 potentiator, D2 ag, D2 potentiator, TRHR PAM, D2 antagonist, RXFP1 antag, D1 agonist, D1 antagonist
CCN(CC)CCN(C(=O)c1ccc2ccccc2c1)c1nc2ccc(F)cc2s1
    0.0, -2, 0.4, -5, 0, 7, 5, 2, 2
O=C(Cc1ccccc1)Nn1c(O)c(/C=C2\C=Nc3ccccc32)sc1=S
    29, 5, 34*, -3, -1, -13, -12, 99*, 17
O=C(O)C1C2C=CC3(CN(C4CCCC4)C(=O)C13)O2 (stereo unspecified)
    -0.2, 28, 0.1, 8, 0, -2, /, 0, 5
O=C(Nc1cccc(F)c1)C1CCN(C(=O)c2ccccc2Cl)CC1
    0.2, -2, -0.5, -5, 3, -7, 5, 3, -11
C/C(CC(=O)Nc1cccc(Cl)c1C)=N\NC(=O)C(=O)NCC(C)C
    -0.1, 0, 0.0, 5, -2, 4, -13, 0, 0
COc1ccc(NC(=O)N2CCN(c3cccc(C(F)(F)F)c3)CC2)cc1
    0.3, -6, 0.7, 6, 1, -11, ?, 23, -26
Cc1c2cnn(CC(=O)NCc3ccccn3)c(=O)c2c(C)n1Cc1ccc(Cl)cc1
    -0.1, 3, 0.9, -4, -6, -9, -35, 2, -7
COc1ccc(-c2cn(-c3ccc(SC(F)F)cc3)c3[n+]2CCC3)cc1OC
    0.0, -10, 0.5, -9, -2, 5, 4, 0, 0
O=C(CSc1nncn1-c1cccnc1)Nc1ccccc1[N+](=O)[O-]
    -1.4, -3, 0.3, 7, 1, 1, -20, 4, -23
O=C(c1ccco1)N1CCCN(Cc2nc(Cc3ccccc3)no2)CC1
    0.3, 0, -0.5, 17, -6, 1, 1, -1, -7
Cc1oc(-c2cccs2)nc1CN1CCN(CCC(C)C)C(CCO)C1 (stereo unspecified)
    -0.2, 1, -0.4, -14, -5, -5, -14, 1, -2
O=C(Cn1nnc(-c2cccc(C(F)(F)F)c2)n1)NC1CCCC1
    1.1, -10, -0.3, 9, -2, 0, -1, 3, -13
CCCc1cc(=O)[nH]c(SCc2nc(-c3ccccc3)no2)n1
    -0.8, -3, -0.9, /, 0, /, -21, 6, -6
CCOc1ccc(/C=N/NC(=O)C(C)N(c2ccc(OC)cc2)S(C)(=O)=O)cc1 (stereo unspecified)
    -0.8, -2, -0.5, -3, -5, /, 2, 0, 6
COc1ccc(NC(=O)[C@@H]2[C@@H]3C(=O)N(C4CCCCC4)C(=O)[C@@H]3C3c4ccccc4C=CN32)cc1 (stereo partly specified)
    -1.1, 3, -0.1, 3, -3, 2, -3, 1, -5
COc1ccc(Nc2ncnc3c2cnn3-c2ccc(C)cc2C)cc1
    -0.1, -4, 0.0, -6, 5, /, -23, -1, -6
CCN1C(=O)/C(=C/C=C2/Sc3ccc4ccccc4c3N2CCO)SC1=S
    1.0, 4, -0.1, -1, 3, 6, -3, 9, -16
Cc1ccc(C(=O)Oc2oc(-c3ccccc3)nc2C=Nc2ccc(N(C)C)cc2)cc1
    -0.3, 1, -1.8, 39*, 8, -8, -1, 9, -10
COC(=O)CNC(=O)c1cn(-c2ccc(C)c(C)c2)c(=O)c2ccccc12
    -0.1, -6, 0.5, -4, 4, -16, 4, 1, 8
C#CCn1c(-c2ccccc2)ccc(C#N)c1=O
    -0.8, -13, -1.2, -7, -2, 13, 2, 3, -3
CCN(C(=O)COC(=O)[C@H](C)N=C1NS(=O)(=O)c2ccccc21)C1CCS(=O)(=O)C1 (stereo partly specified)
    0.3, -2, -0.4, -9, -3, -7, -3, 2, -7
O=C(N1CCOCC1)C12CCC3CC(CC(C3)C1)C2
    1.1, -3, 0.9, -2, -2, -5, -8, 0, -9
N#Cc1cnc(N)c(Br)c1
    0.1, -3, /, /, -2, /, -14, 2, 9
Cc1ccc(Cn2ccc(NC(=O)c3cc4nc(-c5ccco5)cc(C(F)(F)F)n4n3)n2)cc1
    0.0, -3, 0.0, -6, -4, -4, -6, 1, 17
Cc1c(C(=O)Nc2cccc(C(F)(F)F)c2)oc2ccc(S(=O)(=O)N(C)C3CCCCC3)cc12
    0.6, 0, -0.1, 7, -3, /, -9, -3, -5
CN1CCc2c(c3ccccc3n2Cc2ccccc2)C1
    0.5, -9, 0.1, -21, 0, 33*, -21, 17, -17
CCC(C)(C(=O)NC1CCCCC1)N(CC1CCCO1)C(=O)c1ccccn1 (stereo unspecified)
    0.1, 7, 1.9, -8, 5, 3, -5, 5, 0
COCCNC(=O)CCn1nc(-c2ccc(C)cc2)ccc1=O
    -0.1, -4, -0.8, 0, 2, 0, 2, 1, -11
CC(=O)N1CCN(Cc2nc(C(c3ccccc3)c3ccccc3)no2)CC1
    -0.6, -5, -0.2, 4, 2, 1, -8, 3, 4
Cc1cccn2c(=O)c(C=O)c(N3CCC4(CC3)OCCO4)nc12
    0.1, -6, 0.0, -6, 1, 15, 11, -1, -14
O=C(Cn1nc(-c2ccccc2)ccc1=O)NCCN1CCN(c2cccc(Cl)c2)CC1
    0.1, -9, 0.0, -19, -2, 64*, -4, 3, -1
COc1ccccc1N(CC(=O)Nc1ccc2c(c1)OCCO2)S(C)(=O)=O
    0.0, -3, 0.1, 1, 7, -10, 4, 2, -7
O=C(CN1C(=O)CCSc2ccccc21)Nc1ccccc1
    0.6, -4, 0.4, 6, -5, -20, 1, 9, -4
C/C(=N\OCc1cccc(C(=O)O)c1)c1ccc(Cl)cc1
    0.0, 4, 0.0, 8, 5, 56*, -11, 2, -2
CC(C)[C@@H]1CC[C@@H](C)C[C@H]1OC(=O)C[n+]1cc(-c2ccc(Cl)cc2)n2c1CCCCC2
    0.4, -10, -0.4, -7, 4, -10, -74*, 2, -10
COc1cc(-c2nc3cnccn3c2Nc2ccc3c(c2)OCCO3)ccc1O
    0.1, 1, -0.7, -6, -1, 7, 12, 2, -4
COc1ccccc1Nc1nc(-c2cccs2)cs1
    1.4, -6, 0.8, -1, 44*, 11, 9, 1, -24
CCCCc1ccc(NC(=O)N[C@H](C(=O)O)C(C)C)cc1
    -0.1, 1, -2.1, 6, 1, -23, -12, 0, -8
Cc1nnc2ccc(-c3cccc(NS(=O)(=O)c4cc(F)ccc4F)c3)nn12
    1.5, -1, 0.7, -5, 7, -32, -4, 5, 0
CCCCn1c(=S)[nH]c2ccccc2c1=O
    0.2, -8, 0.3, -1, -3, 4, -22, 4, -14
CC1(c2ccc3c(c2)OCCO3)NC(=O)N(CC(=O)Nc2ccccc2F)C1=O (stereo unspecified)
    1.5, -6, 1.3, 8, 13, -8, -5, 15, 12
O=c1[nH]c(Cc2ccc(F)cc2)nc2scc(-c3ccc(F)cc3)c12
    -0.1, -5, 0.3, 11, 2, 2, -17, 5, -8
O=C(CO/N=C/c1ccc(OC(F)F)cc1)NCc1cccs1
    0.2, -7, -0.3, 5, 8, -9, 3, 5, -1
COc1ccc(CN/C=C2\CCCCC2=O)cc1
    0.0, -2, 0.2, 3, -4, 15, -17, 3, -13
Cc1ccc(CNC(=O)NC2CCCCC2)cc1
    -0.9, 2, -0.9, -1, -6, 7, 7, -1, -9
CCCCCc1ccc(-c2cn(CCCOCc3ccccc3)nn2)cc1
    0.8, 2, 0.4, -8, 1, -14, /, 7, -3
CC(C)CN1CCN(CC#Cc2ccccc2)CC1CCO (stereo unspecified)
    0.4, -2, 1.3, 0, -2, -4, 0, 2, -11
COc1cc(OC)cc(OC(=O)C2CCN(C(=O)c3ccc(Cl)cc3)CC2)c1
    -0.8, -4, -0.8, 6, 6, 6, -8, 1, -5
Cc1ccc(S(=O)(=O)NCC(=O)OCC(=O)NC(=O)NC2CCCC2)cc1
    -1.6, 0, -1.0, 1, 11, 2, 6, -3, 9
Cc1ccc[n+](-c2[nH]c(=O)sc2/C=N/N=C(\[O-])c2cccnc2)c1
    0.2, 0, 0.5, 3, 1, 5, -13, 1, -2

Reformatted tab-delimited: part of the list above.
Molecule	TRHR ag	D1 potentiator	D2 ag	D2 potentiator	TRHR PAM	D2 antagonist	RXFP1 antag	D1 agonist	D1 antagonist
Cc1nnc2ccc(-c3cccc(NS(=O)(=O)c4cc(F)ccc4F)c3)nn12	1.5	-1	0.7	-5	7	-32	-4	5	0
CCCCn1c(=S)[nH]c2ccccc2c1=O	0.2	-8	0.3	-1	-3	4	-22	4	-14
CC1(c2ccc3c(c2)OCCO3)NC(=O)N(CC(=O)Nc2ccccc2F)C1=O (stereo unspecified)	1.5	-6	1.3	8	13	-8	-5	15	12
O=c1[nH]c(Cc2ccc(F)cc2)nc2scc(-c3ccc(F)cc3)c12	-0.1	-5	0.3	11	2	2	-17	5	-8

Next part:
Below each compound: TRHR ag, D1 potentiator, D2 ag, D2 potentiator, TRHR PAM, D2 antagonist, RXFP1 antag, D1 agonist, D1 antagonist
C/C(CC(=O)Nc1c(C)cc(C)cc1C)=N\NC(=O)c1cnccn1
    -0.8, -12, -0.1, -4, -3, 17, -1, 0, 4
COc1ccc(C2(CNC(=O)c3ccc(C)cc3)CCOCC2)cc1
    0.4, 5, 0.7, -3, 6, 0, -24, 3, -1
COC(=O)c1ccccc1NC(=O)c1cccnc1
    -0.2, 6, 0.0, -8, 0, -1, -7, 1, -22
CC1(C)CC(=O)N(c2cc(Cl)cc(Cl)c2)C(=O)C1
    0.2, -6, 0.2, -4, 7, 7, -4, 4, 0
COc1ccc(OC)c(NC(=O)c2cccc(N3C(=O)C4C5C=CC(C6CC56)C4C3=O)c2)c1 (stereo unspecified)
    -0.4, -2, -0.7, 40*, -2, 2, -10, 3, -3
CCOc1ccccc1N1CCN(C(=O)c2cn(CC3CCCCC3)nn2)CC1
    -0.2, -8, -1.7, -4, 9, 8, -10, 1, 0
NC(=O)CNCCC(c1ccccc1)c1ccccc1
    -1.2, -3, 0.7, 17, 5, -14, /, 13, 7
OCCNCCCCOc1cccc(Br)c1
    0.7, -2, 0.7, -35, 3, 14, -4, 17, -2
CN(C)S(=O)(=O)c1ccc(NC(=O)C2CC(=O)N(Cc3ccccc3Cl)C2)cc1 (stereo unspecified)
    -0.1, -8, 0.0, 7, 5, -2, 10, 0, 0

Compounds were not picked by outcome, and some 7.3% of all compounds hit somewhere here.
